AID772 – HT29 colon tumor cell growth inhibition, primary screen, imaging, high content imaging, 72 h, CellTiter-Glo (AID 772); HT29 cell growth, HCS imaging cell count, 72 h; hits give high values; growth inhibition, % at 10 µM; actives 0.6% (n = 3,300);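 active = growth inhibition above 90%, meaning viable cell count cut by more than 90% versus vehicle controls; inactive = growth inhibition below 90%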
HT29 cell growth-1 – HT29 colon tumor cell growth inhibition, primary screen, imaging, high content imaging, 48 h, CellTiter-Glo (AID 771); growth inhibition, % at 10 µM; HT29 cell growth, HCS imaging cell count, 48 h; hits give high values; actives 2% (n = 3,300);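 active = growth inhibition above 90%, meaning viable cell count by imaging cut by more than 90% versus vehicle controls; inactive = growth inhibition below 90%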;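 also: percent fewer viable cells counted by imaging than vehicle controls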
A549 NSCLC growth – A549 NSCLC cell proliferation inhibitors – ATP luminescence, human non-small cell lung line, primary screen (AID 371); growth inhibition, % at 10 µM; actives 8.4% (n = 3,300); A549 growth inhibition, ATP luminescence; hits give high values;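 active = mean growth inhibition over the two runs of 50% or more; inactive = mean growth inhibition under 50%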;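 also: compound exposure lasted 72 h before the ATP read; 0% = untreated cell signal and 100% = no luminescence left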
AID364 – cytotoxicity toward Jurkat T cells, primary screen, cell-based, Jurkat E6.1, NIH starter set (AID 364); Jurkat E6.1 viability, ATP luminescence, 48 h; higher % means a stronger effect; one-dose inhibition, % at 4 µM; CC50 in µM for titrated hits; actives 2% (n = 3,300);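 active = concentration giving half-maximal inhibition at or below 20 micromolar; inactive = half-maximal concentration above 20 micromolar, or not dose tested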;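 also: 100% = cells treated with 4 µM doxorubicin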
HT29 cell growth-2 – HT29 colon tumor cell growth inhibition, primary screen, imaging, high content imaging, 24 h, CellTiter-Glo (AID 770). HT29 cell number by imaging, 24 h; hits give high values. growth inhibition, % at 10 µM. 3,300 tested, under 10 active;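 active = growth inhibition above 90% in viable cell count at a single dose; inactive = growth inhibition below 90%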
HT29 cell growth-2 condensed nuclei – recorded beside HT29 cell growth-2, whose call it bears; condensed nuclei, %; measured here: percent cells with condensed nuclei;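 share of cells whose nuclear area falls below control median minus 1.5 SD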
HT29 cell growth-2 ATP viability – recorded beside HT29 cell growth-2, whose call it bears; growth inhibition, %; measured here: ATP CellTiter-Glo viability
HT29 cell growth-1 condensed nuclei – also measured in HT29 cell growth-1; calls as there; condensed nuclei, %; measured here: percent cells with condensed nuclei;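 condensed means Hoechst nuclear area under control median minus 1.5 SD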
HT29 cell growth-1 ATP viability – recorded beside HT29 cell growth-1, whose call it bears; growth inhibition, %; measured here: ATP CellTiter-Glo viability inhibition
AID772 condensed nuclei – recorded beside AID772, whose call it bears; condensed nuclei, %; measured here: percent cells with condensed nuclei;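 condensed means nuclear area below control median minus 1.5 SD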
AID772 second – recorded beside AID772, whose call it bears; growth inhibition, %; measured here: ATP CellTiter-Glo viability
Active calls of the source: *; i = inactive; x = no result given.

cpd | Structure | AID772 | AID772 condensed nuclei | AID772 second | HT29 cell growth-1 | HT29 cell growth-1 condensed nuclei | HT29 cell growth-1 ATP viability | A549 NSCLC growth | AID364 | HT29 cell growth-2 | HT29 cell growth-2 condensed nuclei | HT29 cell growth-2 ATP viability
1 | CC1(c2ccccc2)NCCN2C(=O)CSC21 (stereo not given) | -10.1 | 3.4 | -28.9 | -10.3 | 1.5 | -1.1 | 5.3 | i | -18.0 | 2.8 | -0.8
2 | CC(=NCCO)c1c(O)n(C)c(=O)n(C)c1=O | -8.2 | 2.9 | -6.0 | 21.5 | 0.3 | 6.0 | -4.5 | 14.6% | -6.4 | 3.8 | -10.5
3 | O=c1[nH]c2ccccc2c(=O)n1-c1cccc(Cl)c1 | -31.8 | 11.4 | -14.8 | -34.7 | 8.2 | -24.9 | 2.0 | -0.5% | -17.2 | 2.7 | -0.5
4 | CCCCOCCCn1c(N)c(C(=O)OC(C)COC)c2nc3ccccc3nc21 (stereo not given) | 91.4* | 11.0* | 77.2* | 69.8 | 9.2 | 52.5 | 36.6 | 1.0% | 29.2 | 5.1 | 15.8
5 | COc1ccc(C(=O)CC2C(=O)N(C)C(=O)N(C)C2=O)cc1 | -65.0 | 3.4 | -34.9 | -0.9 | 1.4 | -17.1 | -4.7 | -10.7% | -42.0 | 3.2 | -10.4
6 | CC(=O)[C@@]1(O)CC[C@H]2[C@@H]3CC=C4C[C@@H](O)CC[C@]4(C)[C@H]3CC[C@@]21C | -32.2 | 8.9 | 22.1 | -7.9 | 1.0 | x | 21.8 | 0.3% | 9.9 | 4.7 | 3.1
7 | CC1(C)NCCN2C(=O)CSC21 (stereo not given) | -45.9 | 3.2 | -11.8 | -31.1 | 1.4 | -9.6 | -1.8 | -1.2% | -31.2 | 3.3 | -3.6
8 | CC(C)Cc1[nH]c(=O)c(C#N)c2c1CCC2 | -89.1 | 2.6 | -32.5 | 9.6 | 2.8 | -10.6 | -0.4 | -5.0% | 10.7 | 2.4 | -10.2
9 | CC(C)OC(=O)c1c(N)n(Cc2ccco2)c2nc3ccccc3nc12 | 31.4 | 3.5 | -17.3 | 36.3 | 1.8 | 4.0 | 18.6 | 5.5% | 4.2 | 4.5 | -4.8
10 | C[C@H]1OC[C@@H](C[N+](C)(C)C)O1 | -38.1 | 5.4 | -8.4 | -51.7 | 1.8 | x | 5.1 | -1.9% | -21.3 | 1.7 | -22.3
11 | Cn1c(O)c(C=NC2CCN(Cc3ccccc3)CC2)c(=O)n(C)c1=O | 40.1 | 1.4 | 25.1 | 12.1 | 2.7 | 10.4 | 0.2 | -8.3% | 26.8 | 6.7 | 3.9
12 | CC(=O)OC1(Cc2ccccc2)CN2CCC1c1ccccc12 (stereo not given) | -5.3 | 5.2 | -21.8 | 20.2 | 9.8 | -3.7 | 13.3 | -15.9% | 17.2 | 7.2 | 0.1
13 | Clc1ccc(CSC(Cn2ccnc2)c2ccc(Cl)cc2Cl)cc1 (stereo not given) | 57.5 | 13.6 | 71.7 | 71.5 | 1.9 | x | 93.2* | -1.5% | 55.1 | 0.0 | 48.1
14 | CC(=O)OC1(c2ccc(C)cc2)CN2CCC1c1ccccc12 (stereo not given) | -41.4 | 2.9 | -39.8 | 37.9 | 1.8 | 3.2 | 6.2 | -4.1% | 6.8 | 1.2 | -17.8
15 | COCCOC(=O)C1=C(N)Oc2c(c(=O)oc3ccccc23)[C@@]12C(=O)Nc1ccccc12 | 15.2 | 5.6 | -5.7 | 10.6 | 2.1 | -7.0 | -4.7 | 1.8% | -4.4 | 2.9 | -4.0

3 entries from above, arranged by heavy-atom count, low to high:
cpd | Structure | AID772 | AID772 condensed nuclei | AID772 second | HT29 cell growth-1 | HT29 cell growth-1 condensed nuclei | HT29 cell growth-1 ATP viability | A549 NSCLC growth | AID364 | HT29 cell growth-2 | HT29 cell growth-2 condensed nuclei | HT29 cell growth-2 ATP viability
3 | O=c1[nH]c2ccccc2c(=O)n1-c1cccc(Cl)c1 | -31.8 | 11.4 | -14.8 | -34.7 | 8.2 | -24.9 | 2.0 | -0.5% | -17.2 | 2.7 | -0.5
14 | CC(=O)OC1(c2ccc(C)cc2)CN2CCC1c1ccccc12 (stereo not given) | -41.4 | 2.9 | -39.8 | 37.9 | 1.8 | 3.2 | 6.2 | -4.1% | 6.8 | 1.2 | -17.8
11 | Cn1c(O)c(C=NC2CCN(Cc3ccccc3)CC2)c(=O)n(C)c1=O | 40.1 | 1.4 | 25.1 | 12.1 | 2.7 | 10.4 | 0.2 | -8.3% | 26.8 | 6.7 | 3.9

Molecules from the list above containing nitrogen in an aromatic ring, in the order listed:
cpd | Structure | AID772 | AID772 condensed nuclei | AID772 second | HT29 cell growth-1 | HT29 cell growth-1 condensed nuclei | HT29 cell growth-1 ATP viability | A549 NSCLC growth | AID364 | HT29 cell growth-2 | HT29 cell growth-2 condensed nuclei | HT29 cell growth-2 ATP viability
2 | CC(=NCCO)c1c(O)n(C)c(=O)n(C)c1=O | -8.2 | 2.9 | -6.0 | 21.5 | 0.3 | 6.0 | -4.5 | 14.6% | -6.4 | 3.8 | -10.5
3 | O=c1[nH]c2ccccc2c(=O)n1-c1cccc(Cl)c1 | -31.8 | 11.4 | -14.8 | -34.7 | 8.2 | -24.9 | 2.0 | -0.5% | -17.2 | 2.7 | -0.5
4 | CCCCOCCCn1c(N)c(C(=O)OC(C)COC)c2nc3ccccc3nc21 (stereo not given) | 91.4* | 11.0* | 77.2* | 69.8 | 9.2 | 52.5 | 36.6 | 1.0% | 29.2 | 5.1 | 15.8
8 | CC(C)Cc1[nH]c(=O)c(C#N)c2c1CCC2 | -89.1 | 2.6 | -32.5 | 9.6 | 2.8 | -10.6 | -0.4 | -5.0% | 10.7 | 2.4 | -10.2
9 | CC(C)OC(=O)c1c(N)n(Cc2ccco2)c2nc3ccccc3nc12 | 31.4 | 3.5 | -17.3 | 36.3 | 1.8 | 4.0 | 18.6 | 5.5% | 4.2 | 4.5 | -4.8
11 | Cn1c(O)c(C=NC2CCN(Cc3ccccc3)CC2)c(=O)n(C)c1=O | 40.1 | 1.4 | 25.1 | 12.1 | 2.7 | 10.4 | 0.2 | -8.3% | 26.8 | 6.7 | 3.9
13 | Clc1ccc(CSC(Cn2ccnc2)c2ccc(Cl)cc2Cl)cc1 (stereo not given) | 57.5 | 13.6 | 71.7 | 71.5 | 1.9 | x | 93.2* | -1.5% | 55.1 | 0.0 | 48.1

A portion of the library (hit frequency here may not be typical).
